# High-throughput results (PubChem BioAssay)
# TMEM16A act = activates or potentiates the mouse TMEM16A chloride channel; HEK293 TMEM16A/YFP-H148Q/I152L, iodide quench fluorescence; stronger effect = lower value; B-score at 10 µM; actives 0.3% (n = 340,000);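 active = fluorescence-ratio B-score plate-corrected deviation score at least 3 library SD below zero, with starting fluorescence score within 5 deviations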;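 note: channel opened by trigger with iodide after compound preincubation; score built on the fluorescence ratio of max minus min over baseline; more negative score means more quench and so TMEM16A activation or potentiation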
# KCNQ1 block = blocks the human KCNQ1 potassium channel; AID 2642; B-score at 10 µM; actives 1.3% (n = 310,000); CHO-K1 KCNQ1, FluxOR thallium flux fluorescence; stronger effect = higher value;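 active = compounds whose thallium flux B-score, printed positive for inhibition, exceeds three library SD while starting fluorescence stays within three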;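 note: channel opened by potassium depolarization with thallium stimulus after 20 min compound exposure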
# KCNQ1 act = potentiators or activators of human KCNQ1 potassium channel. CHO-K1 KCNQ1, thallium flux FluxOR fluorescence; stronger effect = higher value. actives 0.35% (n = 310,000). P51787. AID 2648. B-score at 10 µM;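 active = fluorescence ratio B-score, a plate-corrected score, at least three library SD, with initial intensity B-score within 5 SD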
#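 Schedule – 37 °C overnight plating, 90-min dark dye load, 20-min compound pretreatment · System – stable KCNQ1 CHO-K1 line · Probe or stimulus – thallium- and potassium-containing depolarizing buffer · Measured by – kinetic FluxOR fluorescence, 10 s baseline plus 110 s post-stimulus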
# TRPC4 potent = allosterically enhances the mouse TRPC4 cation channel | HEK293 TRPC4beta/mu-opioid, DAMGO EC20, Fluo-4 Ca2+ flux; stronger effect = higher value | B-score at 10 µM | actives 0.42% (n = 310,000) | AID 2227;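 active = B-score of calcium response area above 5 SD of library B-scores, with initial fluorescence ratio within 5 SD of library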;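 note: B-score of integrated fluorescence ratio over time as area under calcium response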
# TRPC4 act = activators of mouse TRPC4 channel; Q9QUQ5; HEK293 TRPC4beta/mu-opioid, Fluo4 calcium fluorescence; stronger effect = higher value; B-score at 10 µM; actives 0.49% (n = 310,000);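 active = B-score above 5 SD of library B-scores, and initial fluorescence ratio not above library mean plus 5 SD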;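 note: positive B-score marks a calcium rise read as TRPC4 activation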
#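 Incubation: 45 min room-temperature Fluo4 loading, 110 s read / System: HEK293 cells stably co-expressing mouse TRPC4beta and mu-opioid receptor / Signal: Fluo4 fluorescence, kinetic / Control set: buffer (low) and maximal DAMGO (high) / Measure: integrated baseline-normalised fluorescence ratio, converted to per-well B score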
# HDAC3 inh = inhibitors of human histone deacetylase 3; AID 2718; actives 0.15% (n = 320,000); inhibition, % at 8.3 µM; recombinant HDAC3, fluorogenic peptide/trypsin coupled, fluorescence; O15379; in the data active = inhibition above about 26%, passing the limit was not always enough; inconclusive = no clear call, values can overlap the other calls
# DYRK1A inh = inhibitors of rat Dyrk1A kinase; actives 0.43% (n = 310,000); ADP-Glo luminescence, NFATc1 peptide; inhibition, % at 12.5 µM; Q63470; in the data active = inhibition above about 50%;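 note: plate controls were vehicle with enzyme for no effect and no enzyme for full effect; many of its hits are not listed in these tables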
# ANO1 block = blocks the mouse calcium-activated chloride channel TMEM16A; normalized B-score (activity score, 25-100; higher = stronger inhibition) at 10 µM; Q8BHY3; HEK293 TMEM16A/YFP iodide influx fluorescence, ionomycin; actives 1.2% (n = 310,000);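 active = ratio plate-corrected score three or more library SD toward inhibition, starting fluorescence score within five deviations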;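 note: score derived from kinetic fluorescence span divided by baseline fluorescence per well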
# KCNK9 block = inhibitors of human KCNK9 two-pore domain potassium channel; Q9NPC2; HEK293 KCNK9, FluxOR thallium flux fluorescence; stronger effect = lower value; B-score at 10 µM; actives 1.2% (n = 310,000); AID 488922;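 active = ratio B-score over 3 SD below the library mean, with starting fluorescence within 5 SD of its mean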;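 note: negative B-score means less thallium flux so channel inhibition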
# Target sequence (Q9NPC2 whole entry, looked up, the tested form may be a part): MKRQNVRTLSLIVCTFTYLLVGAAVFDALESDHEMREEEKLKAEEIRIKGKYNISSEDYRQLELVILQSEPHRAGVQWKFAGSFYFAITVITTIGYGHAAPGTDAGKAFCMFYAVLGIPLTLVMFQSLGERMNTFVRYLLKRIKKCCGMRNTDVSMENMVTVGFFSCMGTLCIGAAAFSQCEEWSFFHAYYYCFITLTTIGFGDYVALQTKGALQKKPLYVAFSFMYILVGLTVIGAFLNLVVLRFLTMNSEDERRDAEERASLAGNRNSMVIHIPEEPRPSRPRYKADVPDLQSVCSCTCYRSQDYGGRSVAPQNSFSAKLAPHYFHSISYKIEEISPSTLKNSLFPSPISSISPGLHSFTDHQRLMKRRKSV
# KCNK3 inh = human KCNK3 channel inhibition, primary screen; B-score at 10 µM; CHO-KCNK3 thallium flux, FluxOR fluorescence; stronger effect = lower value; actives 0.84% (n = 340,000);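 active = B-score under library mean minus 4 SD, starting fluorescence ratio at most library mean plus 5 SD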;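 note: more negative B-score means stronger inhibition of thallium flux through KCNK3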
# Target sequence (O14649 whole entry, looked up): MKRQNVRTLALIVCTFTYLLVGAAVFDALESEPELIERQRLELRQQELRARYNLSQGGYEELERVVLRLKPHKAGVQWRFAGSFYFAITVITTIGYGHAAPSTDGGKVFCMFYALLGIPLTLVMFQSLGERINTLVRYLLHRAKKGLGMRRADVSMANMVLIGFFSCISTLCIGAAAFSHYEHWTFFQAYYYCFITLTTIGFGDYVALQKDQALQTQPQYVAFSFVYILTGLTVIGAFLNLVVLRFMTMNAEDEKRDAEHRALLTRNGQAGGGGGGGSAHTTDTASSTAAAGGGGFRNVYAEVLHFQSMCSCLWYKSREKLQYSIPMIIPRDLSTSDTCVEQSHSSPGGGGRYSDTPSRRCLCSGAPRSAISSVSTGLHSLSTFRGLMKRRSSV
# hERG protect = compounds protecting human hERG from proarrhythmic drug block; Q12809; CHO-hERG, FluxOR thallium flux, dofetilide IC70 present; activation (rescue from dofetilide block), less the hit threshold, % at 10 µM; actives 0.51% (n = 310,000); AID 1511;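 active = activation above the mean of controls blocked by dofetilide plus 5 SD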;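 note: thallium influx through hERG after potassium depolarization seen as dye fluorescence rise; in these data hits start at about 4.7%; inactives centre near -7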
# An asterisk follows results filed as active; i = inactive; ? = inconclusive; nt = not tested or not shown. Not all compounds are listed. The share of hits here may be higher or lower than overall.
# Start of the listing, in advance, 3 compounds:
SMILES,TMEM16A act,KCNQ1 block,KCNQ1 act,TRPC4 potent,TRPC4 act,HDAC3 inh,DYRK1A inh,ANO1 block,KCNK9 block,KCNK3 inh,hERG protect
O=C(N/N=C/c1oc(O)c2ccccc12)c1ccccc1O,i,i,i,i,i,4,1,i,i,i,-2
CCOC(=O)CNC(=O)CSc1nc(NCc2ccccc2)nc(N(C)C)n1,i,i,i,i,i,-2,-2,i,i,i,-4
Cc1ccc(N/N=C2\COC(C)(C)CC2=O)cc1,i,i,i,i,i,1,3,i,i,i,-6

# Main list, from the first entry:
SMILES,TMEM16A act,KCNQ1 block,KCNQ1 act,TRPC4 potent,TRPC4 act,HDAC3 inh,DYRK1A inh,ANO1 block,KCNK9 block,KCNK3 inh,hERG protect
O=C(N/N=C/c1oc(O)c2ccccc12)c1ccccc1O,i,i,i,i,i,4,1,i,i,i,-2
CCOC(=O)CNC(=O)CSc1nc(NCc2ccccc2)nc(N(C)C)n1,i,i,i,i,i,-2,-2,i,i,i,-4
Cc1ccc(N/N=C2\COC(C)(C)CC2=O)cc1,i,i,i,i,i,1,3,i,i,i,-6
Cc1nnc(NC(=O)Cc2ccc(OCc3c(C)noc3C)cc2)s1,i,i,i,i,i,1,3,i,i,i,-12
Cc1ccccc1CNC(=O)c1ccccc1,i,i,i,i,i,-1,3,i,i,i,-7
CCOC(=O)C1=C(O)C(=O)N(Cc2ccccc2)C1,i,i,i,i,i,-1,8,i,i,i,-8
NC(=O)c1ccccc1OCC(=O)Nc1ccc(Cl)c(Cl)c1,i,i,i,i,i,2,nt,i,i,i,-10
CSc1ccccc1NC(=O)Nc1cccc2ccccc12,i,i,i,i,i,0,-3,i,i,i,-11
C=CCNC(=O)C(=O)N/N=C/c1cccc(Br)c1,i,i,i,i,i,-6,-3,i,i,i,-8
O=c1c2cnn(-c3ccc(F)cc3)c2ncn1Cc1ccccc1,i,i,i,i,i,-1,-5,i,i,i,-1
CCCNC1CCS(=O)(=O)C1 (centres undefined),i,i,i,i,i,5,-4,i,i,i,0
O=C(N/N=C/c1ccccc1)c1sccc1OCc1ccc(F)cc1,i,i,i,i,i,13,1,i,-15*,-9.5*,-10
O=C(CC1COc2ccccc2O1)Nc1ccccn1 (centres undefined),i,i,i,i,i,3,6,i,i,i,-8
Nc1nc(NCCCN2CCOCC2)nc(Nc2cccc(F)c2)c1[N+](=O)[O-],i,i,i,i,i,-1,38,i,i,i,-4
COc1ccc(-c2csc(COC(=O)C(C)(C)C)n2)cc1,i,i,i,i,i,4,15,i,i,i,-3
CCC(=O)c1cn(CC(=O)OC)c2ccccc12,i,i,i,i,i,-7,5,i,i,i,-9
COC(=O)CC1COc2ccccc2N1C(=O)c1ccc(Br)cc1 (centres undefined),i,i,i,i,i,3,nt,i,i,i,-10
Cc1cc(C)n(-c2ccc(C(=O)Nc3ccc(S(=O)(=O)NCc4ccco4)cc3)cc2)n1,i,i,i,i,i,4,-3,i,i,i,-2
COc1cccc(CNC(=O)[C@H](CC(C)C)NC(=O)N2CCn3c2nc2ccccc23)c1,i,i,i,i,i,-5,2,i,i,i,-4
Cc1ccccc1NC(=O)CN1C(=O)CSc2ccc(S(=O)(=O)N3CCCCC3)cc21,i,i,i,i,i,-6,nt,i,i,i,-8
CC(C)NC(=S)Nc1cccc2cnccc12,i,i,i,i,i,2,38,i,i,i,-10
O=C(NC1=NCCS1)c1cccc2ccccc12,i,i,i,i,i,4,nt,i,i,i,-8
O=C(CCN1CCOCC1)NNC(=O)Nc1cccc([N+](=O)[O-])c1,i,i,i,i,i,13,4,i,i,i,-5
CC1Cn2c(COc3ccccc3)nnc2S1 (centres undefined),i,i,i,i,i,-3,2,i,i,i,-5
CC(=O)NC(CC(C)C)C(=O)NC(Cc1ccccc1)C(N)=O (centres undefined),nt,i,i,i,i,nt,nt,nt,i,nt,-4
CN1/C(=C\C(=O)Nc2ccc(Cl)cc2)C(C)(C)c2ccccc21,i,10*,i,i,i,5,-4,25*,-7.2*,i,-24
CCOc1cc(NC(=O)c2ccccc2C(=O)O)c(OCC)cc1NC(=O)c1ccccc1F,i,i,i,i,i,3,11,i,i,i,-4
Cc1cc(C)cc(NC(=O)C(OC(=O)c2ccc(NC(=O)CC#N)cc2)c2ccccc2)c1 (centres undefined),i,i,i,i,i,12,3,i,i,i,-15
O=C(NCc1cn2ccccc2n1)c1ccccc1,i,i,i,i,i,-2,3,i,i,i,-9
O=C(c1ccc(S(=O)(=O)Nc2cccc(C(F)(F)F)c2)cc1)N1CCOCC1,i,i,i,i,i,4,0,i,i,i,-9
O=[N+]([O-])c1cc(C(F)(F)F)c(Cl)cc1N1CCN(CCO)CC1,i,i,i,i,i,3,1,i,i,i,-6
Cc1ccn2c(=O)nc(SCC(=O)N3CCCCCC3)nc2c1,i,i,i,i,i,-3,6,i,i,i,-6
CC(=O)Nc1ccc(-c2nn[nH]n2)cc1,i,i,i,i,i,4,-4,i,i,i,-9
Cc1c(NC(=O)CSc2ccccc2F)c(=O)n(-c2ccccc2)n1C,i,i,i,i,i,-1,3,i,i,i,-15
Cc1cccnc1CN1CCN(Cc2nc(Cc3cccc(F)c3)no2)CC1,i,i,i,i,i,nt,3,i,i,i,-20
CCOc1ccccc1N(CC(=O)NCCSc1ccccc1)S(C)(=O)=O,i,i,i,i,i,-10,-6,i,i,i,-10
O=C1CCCN=C(Nc2ccc(F)c(Cl)c2)S1,i,i,i,i,i,2,nt,i,i,i,-2
C/C(=N/NC(=O)c1ccc2c(c1)OCO2)c1ccc(Br)s1,i,i,i,i,i,2,-5,i,i,i,-2
Cc1ccc(S(=O)(=O)N2CCN(C(=O)COC(=O)c3ccc(Br)o3)CC2)c(C)c1,i,i,i,i,i,-1,2,i,i,i,-13
COCCCN1C(=O)/C(=C\c2ccc3c(c2)OCO3)C(C(=O)OC)=C1C,i,i,i,i,i,4,5,i,i,i,-12
COc1ccc(C2(C)NC(=O)N(CC(=O)Nc3ccc(-c4nc5ccc(C)cc5s4)cc3)C2=O)cc1 (centres undefined),i,i,i,i,i,-6,-3,i,i,i,-8
Cc1cc(O)cc(O[C@H]2OC(CO)[C@H](O)[C@@H](O)[C@H]2O)c1 (some centres undefined),i,i,i,i,i,1,-6,i,i,i,-5
CCCCNC(=O)c1onc(CSc2ccc(F)c(F)c2)c1C(=O)NCCCC,i,i,i,i,i,?,18,i,i,i,-11
CCCc1c(C(=O)NNc2ccc(C)cc2)cnn1-c1ccccc1,i,i,i,i,i,6,1,i,i,i,-13
Cc1ccc(NC(=O)Nc2cccc(F)c2)nc1,i,i,i,i,i,-2,0,i,i,i,-7
Cc1ccnc(NC(=O)c2ccc3c(c2)C(=O)N(CC(C)C)C3=O)c1,i,i,i,i,i,6,12,i,i,i,-13
Cc1ccc(S(=O)(=O)N2CN(Cc3ccco3)c3nc4ccccc4nc32)cc1,i,i,i,i,i,-5,13,i,i,i,-9
COc1cc(NC(=S)NC(=O)c2ccccc2F)ccc1NC(=O)c1ccco1,i,i,i,i,i,-1,3,i,i,i,-13
CC(C)NC(=O)CN(Cc1ccc(F)cc1)C(=O)CCC(=O)Nc1ccccn1,i,i,i,i,i,0,-1,i,i,i,0
CC(=O)c1ccc(NC(=O)c2ccc(CNc3c(N4CCCC4)c(=O)c3=O)cc2)cc1,i,i,i,i,i,nt,-9,i,i,i,-11

# Continued:
SMILES,TMEM16A act,KCNQ1 block,KCNQ1 act,TRPC4 potent,TRPC4 act,HDAC3 inh,DYRK1A inh,ANO1 block,KCNK9 block,KCNK3 inh,hERG protect
C[C@H]1O[C@H](O[C@H]2[C@H](O[C@@H]3CC[C@@]4(C)C(CC[C@]5(C)C4CC=C4[C@@H]6CC(C)(C)CC[C@]6(C(=O)O[C@@H]6O[C@H](CO)[C@@H](O)[C@H](O)[C@H]6O)CC[C@]45C)C3(C)C)O[C@H](C(=O)O)[C@@H](O)[C@@H]2O)[C@@H](O)[C@@H](O)[C@@H]1O (some centres undefined),i,nt,nt,nt,nt,3,10,i,nt,i,nt
CCCc1nc2ccccc2c(=O)n1NC(=O)c1c(O)c2ccccc2[nH]c1=O,i,i,i,i,i,-2,-2,i,i,i,-15
CCOC(=O)C1CCCN(C2=NC(=O)/C(=C/c3ccc(N(C)C)cc3)S2)C1 (centres undefined),i,8*,i,i,i,0,0,i,-8.4*,i,-29
COc1ccc(C2SCCN2C(=S)Nc2cccc(Cl)c2)cc1 (centres undefined),i,i,i,i,i,-1,nt,i,i,i,-8
CC(C)[C@H](NC(=O)[C@@H]1CSC2c3ccccc3C(=O)N21)C(=O)N1CCCCC1 (some centres undefined),i,i,i,i,i,2,3,i,i,i,-7
NC1=NC(c2ccc([N+](=O)[O-])cc2)N(c2ccc(F)cc2)C(N)=N1 (centres undefined),i,i,i,i,i,-2,0,i,i,i,-5
COc1ccc(C(CCNCc2ccc(F)cc2)c2ccc(F)cc2)cc1 (centres undefined),i,i,i,i,i,3,1,i,i,i,-15
COc1ccc(-c2nnn(CC(=O)N(Cc3ccc(F)cc3)C(C(=O)NC3CCCC3)c3ccc(F)cc3)n2)cc1 (centres undefined),i,i,i,i,i,-7,5,i,i,i,-1
Cc1ccc(SCC(=O)NC(=O)Nc2ccc3c(c2)OCCO3)c(C)c1,i,i,i,i,i,-4,-2,i,i,i,-6
Fc1ccc(CNC(=S)NCc2ccc(F)cc2)cc1,i,i,i,i,i,5,14,i,i,i,-11
CCc1nc(SCc2ccccc2)n[nH]1,i,i,i,i,i,-1,-3,i,i,i,-9
COc1ccc(-n2c(SCc3cn4c(C)cccc4n3)nc3ccccc3c2=O)cc1OC,i,i,i,i,i,-3,0,i,i,i,-14
NS(=O)(=O)c1ccc(NC(=O)/C=C/c2cccs2)cc1,i,i,i,i,i,-4,6,i,i,i,-5
CCOC(=O)Cn1c(=N)n(CCOc2ccc3ccccc3c2)c2ccccc21,i,i,i,i,i,-16,-5,i,i,i,-18
Cn1sc(NC(=O)c2cccc(Cl)c2)nc1=O,i,i,i,i,i,?,5,i,i,i,-3
CCC(C)[C@H](NC(=O)C1CC(=O)N(c2ccc3c(c2)OCO3)C1)C(=O)NC1CCCCC1 (some centres undefined),i,i,i,i,i,0,4,i,i,i,-8
Cc1ncc([N+](=O)[O-])n1CC(=O)NC1CCCCC1,i,i,i,i,i,5,-2,i,i,i,-3
Cc1c(C(=O)Nc2ccccc2)oc2c1C(=O)CC(C)(C)C2,i,i,i,i,i,1,1,i,i,i,-7
